Screens (PubChem)
EWS-Fli block = blocks EWS/Fli oncoprotein-driven transcription. A673 NR0B1-luciferase reporter, viability-normalised. inhibition, % at 12.6 µM. actives 0.67% (n = 350,000). AID 651661;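 active = mean inhibition of at least 50% after viability correction, with every replicate also passing that limit; inconclusive = mean reaches 50% but only one of two replicates passes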;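 also: firefly luciferase signal divided by Alamar Blue viability fluorescence both relative to DMSO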
Casp6 inh = blocks human caspase-6 cleavage activity; purified caspase-6, Z-VEID-R110 cleavage fluorescence; P55212; actives 0.53% (n = 350,000); AID 686996; inhibition, % at 12.5 µM;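 active = mean inhibition across replicates at least about 35%, with every replicate also reaching that limit, limit read from the data; inconclusive = only one of the two criteria met; inactive = neither criterion met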;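 also: 0% = median of neutral control wells and 100% = no fluorescence left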
Target sequence (P55212 24-179 limits assumed): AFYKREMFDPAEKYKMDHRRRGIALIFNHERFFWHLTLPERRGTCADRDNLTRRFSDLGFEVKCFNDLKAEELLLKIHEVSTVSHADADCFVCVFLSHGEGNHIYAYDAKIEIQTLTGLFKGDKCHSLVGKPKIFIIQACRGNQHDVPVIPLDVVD
Target sequence (P55212 194-293 limits assumed): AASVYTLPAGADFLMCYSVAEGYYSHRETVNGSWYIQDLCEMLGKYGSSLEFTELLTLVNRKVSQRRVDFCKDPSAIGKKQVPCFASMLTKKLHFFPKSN
SIRT5 block = inhibitors of human sirtuin-5 desuccinylase; Purified SirT5, succinyl-peptide AMC, trypsin-coupled fluorescence; inhibition, % at 15 µM; actives 1.1% (n = 330,000); in the data active = inhibition above about 15%; inconclusive = no clear call, values can overlap the other calls
Target sequence (Q9NXA8 whole entry, looked up): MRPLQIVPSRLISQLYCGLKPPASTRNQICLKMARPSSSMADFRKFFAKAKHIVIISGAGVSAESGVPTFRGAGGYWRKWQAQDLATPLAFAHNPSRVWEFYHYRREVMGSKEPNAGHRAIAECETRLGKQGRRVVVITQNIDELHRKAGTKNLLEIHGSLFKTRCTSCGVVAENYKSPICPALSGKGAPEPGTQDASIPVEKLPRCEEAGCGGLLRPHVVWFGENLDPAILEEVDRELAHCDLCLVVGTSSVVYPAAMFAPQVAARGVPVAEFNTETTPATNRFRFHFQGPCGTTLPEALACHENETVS
ARNT TACC3 PPI = disrupts binding between human ARNT and TACC3 | Q9Y6A5 | actives 0.66% (n = 390,000) | inhibition, % at 9.99 µM | AID 623870 | AlphaScreen His-ARNT PAS-B/GST-TACC3 binding, luminescence; TACC3 fragment carries E629A point mutation;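 active = mean inhibition of replicates at least 50% and at least half of replicates each reaching 50%; inconclusive = half or more replicates reach 50% but mean below 50%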;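 also: 0% = complete ARNT plus TACC3 wells and 100% = ARNT alone without TACC3; many hits fall short of the cut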
PAX8 reporter = lowers PAX8-driven luciferase in RMG-I cells; RMG-I TPO-luciferase reporter, SteadyGlo, 24 h; inhibition, % at 12.6 µM; actives 1.2% (n = 360,000);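 active = mean replicate inhibition at least 60% with every replicate also reaching 60%; inconclusive = only one of the two criteria is met; inactive = mean below 60% and not all replicates reaching 60%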;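 also: luciferase light reporting Pax8 driven TPO promoter activity; plate controls were median of neutral control wells for no effect and mitoxantrone controls for full effect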
DENV2 CPE = inhibitors of DENV2 cytopathic effect; DENV2-infected cells, cytopathic effect rescue, plate reader; CPE inhibition, % at 9.99 µM; actives 1.7% (n = 350,000); in the data active = CPE inhibition above about 20%, passing the limit was not always enough; inconclusive = no clear call, values can overlap the other calls; tested in BHK-21 cells;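 also: 0% = median of neutral control wells and 100% = median of positive control wells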
LGR2 inh = Drosophila LGR2 receptor signaling inhibition. HEK293 LGR2, CRE-luciferase, bursicon-stimulated, 4 h. inhibition, % at 9.99 µM. actives 0.35% (n = 380,000);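 active = drop in luminescence signal, shown as inhibition above about 50% in the replicate tests, limit read from the data, passing the limit was not always enough; inconclusive = probably only some replicates passing the limit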;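 also: agonist challenge used bursicon conditioned medium at about half maximal strength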
Numbers without * were called inactive; ? = inconclusive; . = not tested or not shown; & = joins results of further samples.

[1] Cc1cccc(OCC(=O)NNC(=O)c2ccc([N+](=O)[O-])cc2)c1
[2] Cc1cccc(C)c1NC(=O)C(C)n1c(-c2ccc(=O)[nH]c2)nc2ccccc21 (configuration not stated)
[3] CC(OC(=O)/C=C/c1ccccc1)C(=O)Nc1ccc2c(c1)OCCO2 (configuration not stated)
[4] CS(=O)(=O)c1ccccc1-c1nnc(NC(=O)Cc2ccccc2)o1
[5] C[C@@H]1CCCCO[C@@H](CN(C)S(=O)(=O)c2ccc(Cl)cc2)[C@H](C)CN([C@@H](C)CO)C(=O)c2cc(NC(=O)Nc3cccc4ccccc34)ccc2O1
[6] Cc1onc(-c2ccccc2)c1C(=O)N1CCN(S(=O)(=O)c2ccccc2C(F)(F)F)CC1
entry no.,1,2,3,4,5,6
EWS-Fli block,0,-23,-8,8,-6,7
Casp6 inh,-2,12,0,18,0,0
SIRT5 block,.,.,20*,0,10,-1
ARNT TACC3 PPI,4,.,0,62*,12,14
PAX8 reporter,-2,3,-4,-12,-2,9
DENV2 CPE,-5,21*,14,-3,-12,5
LGR2 inh,0,3,0,-29,1,-2

Quoted from above: nos. 1 to 3
[1] Cc1cccc(OCC(=O)NNC(=O)c2ccc([N+](=O)[O-])cc2)c1
[2] Cc1cccc(C)c1NC(=O)C(C)n1c(-c2ccc(=O)[nH]c2)nc2ccccc21 (configuration not stated)
[3] CC(OC(=O)/C=C/c1ccccc1)C(=O)Nc1ccc2c(c1)OCCO2 (configuration not stated)
entry no.,1,2,3
EWS-Fli block,0,-23,-8
Casp6 inh,-2,12,0
SIRT5 block,.,.,20*
ARNT TACC3 PPI,4,.,0
PAX8 reporter,-2,3,-4
DENV2 CPE,-5,21*,14
LGR2 inh,0,3,0

(next part)
[7] CCOC(=O)c1c(CN2CCOCC2)n(C)c2cc(Br)c(O)c(CN(C)C)c12
[8] Cc1ccc(S(=O)(=O)Nc2ccc3c(c2)C(=O)N([C@@H](C)CO)C[C@@H](C)[C@H](CN(C)Cc2ccncc2)OCCCC[C@H](C)O3)cc1
[9] CCC(=O)Nc1ccc2c(c1)C(=O)N(C)[C@H]1CC[C@@H](CC(=O)NC3CCCC3)O[C@@H]1CO2
[10] CCCN(CCC)CCCNC(=O)Cn1cnc2sc(C)c(S(=O)(=O)N3CCCCC3)c2c1=O
[11] C[C@H]1CN([C@@H](C)CO)C(=O)Cc2cc(NS(=O)(=O)c3cn(C)cn3)ccc2O[C@H]1CN(C)C(=O)Nc1ccc(C(F)(F)F)cc1
[12] O=C(C[C@H]1C[C@H]2c3cc(NS(=O)(=O)c4ccc(F)cc4)ccc3O[C@H]2[C@@H](CO)O1)NCc1ccc(-c2ccccc2)cc1
entry no.,7,8,9,10,11,12
EWS-Fli block,0,4,4,5,2,46
Casp6 inh,1&-2,-3,1,2,1,1
SIRT5 block,-3&0,3,11,-5,1,1
ARNT TACC3 PPI,0&-6,3,-5,0,.,15
PAX8 reporter,15,15,2,6,.,53
DENV2 CPE,3,-4,-2,-8,14,-3
LGR2 inh,-1&-27,4,15,-2,-25,27

[13] CCN(Cc1ccccc1)S(=O)(=O)c1csc(C(N)=O)c1
[14] Cc1noc(C)c1NC(=O)Nc1ccc2c(c1)C(=O)N([C@H](C)CO)C[C@@H](C)[C@H](CN(C)C(=O)Nc1c(C)noc1C)OCCCC[C@@H](C)O2
[15] C/C(=N\OC(=O)c1c(-c2ccccc2Cl)noc1C)c1nccs1
[16] COc1ccc(CNc2nnnn2C)c(OC)c1
[17] Cc1c(C(=O)Nc2ccc3c4c(cccc24)CC3)cccc1[N+](=O)[O-]
[18] O=C(CCC(=O)N(CC(=O)NC1CCCCC1)CC1CCCO1)Nc1nccs1 (configuration not stated)
entry no.,13,14,15,16,17,18
EWS-Fli block,.,-3,-3,1,2,-4
Casp6 inh,-4,-1,0,0,2,6
SIRT5 block,-2,-2,1,-4,-2,0
ARNT TACC3 PPI,-5,-1,5,-1,5,-6
PAX8 reporter,12,-25,11,17,12,23
DENV2 CPE,-1,8,-4,-5,16,0
LGR2 inh,5,-6,37,5,15,-22

[19] COc1cccc(CNC(=O)[C@@H]2[C@@H](CO)[C@@H]3Cn4c(ccc(C5=CCCCC5)c4=O)[C@H]2N3)c1
[20] C[C@@H]1CN([C@H](C)CO)C(=O)c2ccccc2-c2ccccc2CO[C@@H]1CN(C)S(=O)(=O)c1ccc([N+](=O)[O-])cc1
[21] Clc1cccc(Cc2c(-c3ccccc3)nc3ccc(Br)cn23)c1
[22] Cc1noc(C)c1S(=O)(=O)Nc1ccc2c(c1)C(=O)N([C@@H](C)CO)C[C@H](C)[C@@H](CN(C)C(=O)C1CCCCC1)OCCCC[C@@H](C)O2
[23] CN(c1ccc([N+](=O)[O-])cc1/C=N/NC(=O)COc1ccccc1)C1CCCCC1
[24] CO[C@@H]1CN(C)C(=O)c2cc(NC(=O)C3CCCC3)ccc2OC[C@@H](C)N(S(C)(=O)=O)C[C@@H]1C
entry no.,19,20,21,22,23,24
EWS-Fli block,4,-1,-69,5,-12,-1
Casp6 inh,-1,-2,3,3,-2,.
SIRT5 block,-31,2,-1,-1,-1,2
ARNT TACC3 PPI,0,.,.,-1,-4,1
PAX8 reporter,-3,3,-159,1,2,.
DENV2 CPE,8,-11,1,-10,.,2
LGR2 inh,9,5,-7,9,12,0

[25] O=C(c1cc2ccccc2o1)N(C1CC1)C1(C(=O)Nc2ccccc2)CCCC1
[26] COc1cccc(NC(=O)COC(=O)C2CC(=O)N(c3ccc(C)cc3)C2)c1 (configuration not stated)
[27] Nc1ccc(N2CCCCC2)c(S(=O)(=O)Nc2ccccc2Cl)c1
[28] O=C(CCN1C(=O)/C(=C/c2ccccc2)SC1=S)N[C@@H](CO)Cc1ccccc1
[29] C[C@@H]1CCCCO[C@H](CN(C)Cc2ccccc2)[C@@H](C)CN([C@@H](C)CO)C(=O)c2cc(NC(=O)Nc3cccc4ccccc34)ccc2O1
[30] CCC(=O)n1nc(-c2ccc(Cl)cc2)nc1NCc1ccccc1
entry no.,25,26,27,28,29,30
EWS-Fli block,12,-2,-3,.,-50,-38
Casp6 inh,2,12,6,-1,0,-1
SIRT5 block,-1,0,-2,4,0,.
ARNT TACC3 PPI,-1,2,-4,-6,17,-5
PAX8 reporter,10,-9,11,43,52,15
DENV2 CPE,-7,4,-9,13,-24,0
LGR2 inh,0,6,-4,14,13,-7

[31] Cc1ccc(NC(=O)CCC(=O)N/N=C/c2cccs2)cc1C
[32] CCOc1ccccc1N(C)C(=O)Cn1ncc2c([nH]c3ccccc32)c1=O
[33] O=C(CN1C(=O)NC2(CCOc3ccccc32)C1=O)NCCc1ccccc1 (configuration not stated)
[34] COc1cc2c(cc1OC)CN(C(=S)Nc1ccc(C)cc1C)CC2
[35] Cc1ccc([C@@H]2CC=C(C(=O)O)[C@H](c3ccccc3F)N2S(=O)(=O)c2ccccc2C)cc1
[36] CCOC(=O)N1CCC(NC(=O)c2ccccc2C(=O)O)CC1
entry no.,31,32,33,34,35,36
EWS-Fli block,.,1,-11,.,-2,-7
Casp6 inh,.,0,-1,.,3,-3
SIRT5 block,.,-2,-2,.,3,-3
ARNT TACC3 PPI,-10,1,-12,8,.,-2
PAX8 reporter,17,12,7,3,-4,5
DENV2 CPE,.,10,-5,.,?,4
LGR2 inh,2,-3,.,19,20,.

[37] C=CC[C@H](CC(=O)N(CCO)Cc1ccccc1)C(=O)N[C@H](COC(=O)[C@@H](CC=C)CC(=O)OC(C)(C)C)Cc1ccccc1
[38] CN1C(=O)c2cc(NS(=O)(=O)c3ccc(Cl)cc3)ccc2OC[C@H]2O[C@@H](CC(=O)Nc3ccc4c(c3)COC4)CC[C@@H]21
[39] Cc1ccc(S(=O)(=O)N(C)C[C@@H]2OCCCC[C@H](C)Oc3ccc(NC(=O)Nc4c(C)noc4C)cc3C(=O)N([C@@H](C)CO)C[C@@H]2C)cc1
[40] O=C(O)c1cc([N+](=O)[O-])ccc1NCCc1ccccc1
[41] CC(C)C[C@H](NC(=O)[C@@H]1Cc2ccccc2CN1C(=O)OC(C)(C)C)C(=O)NCC1CCC(C(=O)O)CC1 (some centres not stated)
[42] Cc1ccc2[nH]c(=O)c(CN(CCc3ccccc3)C(c3nnnn3Cc3ccco3)C(C)C)cc2c1 (configuration not stated)
entry no.,37,38,39,40,41,42
EWS-Fli block,-3,2,2,-3,-7,10
Casp6 inh,5,.,-1,14,4&2,6
SIRT5 block,.,-5,-2,1,9&-2,0
ARNT TACC3 PPI,13,0,0,0,2,-6
PAX8 reporter,29,21,14,13,9,10
DENV2 CPE,.,-5,9,6,0,4
LGR2 inh,5,-4,12,0,-16&15,-2

[43] CCc1nc2c(OCCC3CCCCC3)cccn2c1N(C)C(=O)CC(C)C
[44] C[C@@H]1CN([C@H](C)CO)S(=O)(=O)c2ccc(-c3cccnc3)cc2O[C@H]1CN(C)C(=O)CC1CC1
[45] C/C(=N\Nc1ccccc1)c1cc2ccccc2oc1=O
[46] O=C(Cc1ccccc1)NCC(=O)OCC(=O)c1ccccc1Cl
[47] O=C(C[C@H]1CC[C@@H](NC(=O)Cc2cccnc2)[C@@H](CO)O1)Nc1ccccc1
[48] C[C@H]1CN([C@@H](C)CO)C(=O)c2cccc(NC(=O)Nc3ccc(C(F)(F)F)cc3)c2O[C@@H]1CN(C)S(=O)(=O)c1cccs1
entry no.,43,44,45,46,47,48
EWS-Fli block,-6,-2,-54,-2,-5,3
Casp6 inh,4,-3,-2,-1,1,0
SIRT5 block,6,4,-5,2,-2,5
ARNT TACC3 PPI,.,-2,-3,-2,.,-2
PAX8 reporter,14,.,-8,3,.,.
DENV2 CPE,7,13,-5,-2,3,-4
LGR2 inh,6,9,.,.,7,3

[49] CCCCOc1ccc(S(=O)(=O)NC(=O)NCc2ccc(OCCC)cc2)cc1
[50] CC(C)c1ccc(NC(=O)Nc2nc(CN)cs2)cc1
[51] COc1ccc(S(=O)(=O)N2CCC3(CC2)OCCN3S(=O)(=O)c2ccccc2)cc1OC
[52] COc1ccc(C(=O)c2c[nH]c(C(=O)NCCCn3ccnc3)c2)cc1
[53] O=C(C[C@H]1CC[C@@H](NS(=O)(=O)c2ccccc2)[C@@H](CO)O1)NCCN1CCCCC1
[54] COCC(=O)N(C)C[C@H]1Oc2ncc(/C=C/c3ccccc3)cc2C(=O)N([C@H](C)CO)C[C@@H]1C
entry no.,49,50,51,52,53,54
EWS-Fli block,-1,-113,4,7,7,-12
Casp6 inh,-2,0,-2,5,-3,-4
SIRT5 block,-1,3,5,-2,-2,-9
ARNT TACC3 PPI,-2,.,0,28,-13,-4
PAX8 reporter,.,-109,1,7,0,.
DENV2 CPE,3,1,-4,-5,-3,-1
LGR2 inh,0,-142,16,-5,0,2

[55] C[C@H](CO)N1C[C@H](C)[C@@H](CN(C)Cc2ccncc2)Oc2ccc(NC(=O)Nc3ccccc3)cc2CC1=O
[56] COc1cccc(COC(=O)C2CCN(C(=O)c3ccccc3C)CC2)c1OC
[57] CNc1nc(N)c([N+](=O)[O-])c(NC2CCCCC2)n1
[58] O=C(O)c1c(Cl)cccc1Nc1ccccc1
[59] CCC(=O)NC[C@@H]1[C@H](c2ccc(-c3cccc(F)c3)cc2)[C@@H](CO)N1C(=O)CC
[60] Cc1nc(N2CCN(Cc3ccccc3)CC2)nc2c1CCC2
entry no.,55,56,57,58,59,60
EWS-Fli block,-8,-1,-5,2,0,-7
Casp6 inh,-1,2,3,3,.,-1
SIRT5 block,2,-2,-1,.,.,0
ARNT TACC3 PPI,2,.,-3,.,10,.
PAX8 reporter,-3,.,1,-5,-3,0
DENV2 CPE,12,-5,-3,0,.,2
LGR2 inh,9,-8,-14,-10,-29,8

[61] CC(C)(C)CC(=O)Nc1cc2c3c(c1)CC(=O)N3CCC2
[62] Cn1nc(C(=O)NNC(=O)c2ccccc2Br)c2ccccc2c1=O
[63] CS(=O)(=O)N1N=C(c2cccs2)CC1c1ccccc1F (configuration not stated)
[64] O=C1C=C(c2ccoc2)N2CCC[C@H]2C1
[65] CCNC(=O)C[C@@H]1CC[C@@H]2[C@H](COC[C@H](O)CN2C(=O)CC)O1
entry no.,61,62,63,64,65
EWS-Fli block,1,2,-4,-10,2
Casp6 inh,-2,-3,-1,5,0
SIRT5 block,0,2,-1,-23,-4
ARNT TACC3 PPI,-7,-2,4,11,11
PAX8 reporter,-5,6,-2,-4,-3
DENV2 CPE,7,6,4,.,-10
LGR2 inh,0,-7,-13,-10,-4
